PKA-R2B act: activates the human PKA-R2B holoenzyme complex; 0.079% of 340,000 active; P22694+P31323; PKA-R2B holoenzyme dissociation, Cy5-IP20 fluorescence polarization; R2B truncated from residue 108, S112A mutant; 0% DMSO only, 100% 113 µM cGMP; activation, % at 11.4 µM;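 active = activation above a cutoff set at the mean over all compounds plus 3 SD, cut at about 18% in these data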;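 also: higher means more holoenzyme dissociation and a rise in polarization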
Target sequence (P31323 whole entry, looked up, other chains not shown, the tested form may be a part): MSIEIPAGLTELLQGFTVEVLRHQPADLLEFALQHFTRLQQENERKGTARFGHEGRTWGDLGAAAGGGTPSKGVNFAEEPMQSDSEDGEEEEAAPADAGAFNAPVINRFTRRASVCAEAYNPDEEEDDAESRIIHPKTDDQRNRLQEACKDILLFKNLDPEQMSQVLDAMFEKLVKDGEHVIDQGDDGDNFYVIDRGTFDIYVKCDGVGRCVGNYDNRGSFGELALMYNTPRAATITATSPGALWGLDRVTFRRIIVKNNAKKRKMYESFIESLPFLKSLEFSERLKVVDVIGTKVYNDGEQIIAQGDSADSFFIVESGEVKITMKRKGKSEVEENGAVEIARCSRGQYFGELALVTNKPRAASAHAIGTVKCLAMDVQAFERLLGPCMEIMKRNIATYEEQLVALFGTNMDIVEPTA
CAL PDZ FP-1: human CAL PDZ-peptide interaction inhibition; Q9HD26; 0.02% of 330,000 active; AID 504414; purified CAL PDZ, TMR-peptide fluorescence polarization, 1 h; inhibition, % at 20 µM;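 active = highest replicate inhibition of at least 40%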;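 also: plate controls were DMSO neutral control wells for no effect and unlabeled competitor peptide control wells for full effect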
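Assay system – tagged CAL PDZ protein CerCALP, purified · Timing – 1 h at RT · Compound – single point, 20 µM · Measured by – fluorescence polarization from S- and P-plane intensities, G-factor corrected · Evaluation – inhibition from polarization loss · Probe or stimulus – TMR reporter peptide T*-PRC34 · Buffer or medium – pH 7.4 phosphate-saline buffer, reducing agent, detergent, IgG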
SR-BI DiI-HDL act: enhances SR-BI lipid uptake from DiI-HDL | activation, % at 12.5 µM | CHO ldlA[mSR-BI] cells, DiI-HDL uptake fluorescence, 3 h; 100 = double the neutral-control signal | 0.096% of 320,000 active;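 active = mean replicate activation of at least 60% and every replicate at or above 60%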;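 also: 0% = median plate neutral-control signal and 100% = twice that signal; values of inactives mirror those of a sister screen read the other way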
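Test system: SR-BI-overexpressing, LDLR-lacking CHO cells; Medium: Ham's F12 with 0.5% BSA, HEPES 25 mM, pH 7.4; Schedule: 3 h, 37 °C; Technique: bottom-read fluorescence, 550/595 nm.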
CAL PDZ FP-2: blocks peptide binding to the human CAL PDZ domain; AID 602252; inhibition, % at 24.9 µM; 0.92% of 300,000 active; purified CAL PDZ, TMR-peptide fluorescence polarization, 1 h; Q9HD26;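 active = mean inhibition of at least 30% with at least half of replicates also reaching 30%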;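 also: 0% = DMSO neutral control and 100% = excess unlabeled competitor peptide PRC23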
LANA DNA inh: blocks KSHV LANA C-terminal domain binding to DNA. MBP-C-LANA/FAM-LBS DNA binding, fluorescence polarization. 0.078% of 340,000 active. inhibition, % at 9 µM;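 active = highest replicate inhibition at or above 60% at 9 µM, even if other replicates fall short; inactive = all replicates below 60% inhibition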;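 also: 0% = neutral control wells and 100% = 4 µM acridine orange control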
Rtt109 Vps75: blocks Candida albicans Rtt109/Vps75 acetyltransferase activity; Q5AAJ8; purified Rtt109/Vps75, ThioGlo CoA-SH fluorescence, 4 h; inhibition, % at 34.9 µM; 0.16% of 330,000 active; AID 540336;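 active = inhibition of at least 50% in every replicate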
Keap1 Nrf2 FP: disrupts human Keap1 binding to Nrf2 peptide; Q14145; Keap1 Kelch-Nrf2 peptide fluorescence polarization, 1536-well; inhibition, % at 9.4 µM; 0.15% of 340,000 active; AID 504523; in the data active = inhibition above about 12%;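 also: human Keap1 Kelch domain with fluorescein labeled Nrf2 9mer peptide probe; 0% = neutral control wells and 100% = peptide positive control; higher means more block of Keap1 binding to Nrf2 peptide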
Target sequence (Q14145 whole entry, looked up, the tested form may be a part): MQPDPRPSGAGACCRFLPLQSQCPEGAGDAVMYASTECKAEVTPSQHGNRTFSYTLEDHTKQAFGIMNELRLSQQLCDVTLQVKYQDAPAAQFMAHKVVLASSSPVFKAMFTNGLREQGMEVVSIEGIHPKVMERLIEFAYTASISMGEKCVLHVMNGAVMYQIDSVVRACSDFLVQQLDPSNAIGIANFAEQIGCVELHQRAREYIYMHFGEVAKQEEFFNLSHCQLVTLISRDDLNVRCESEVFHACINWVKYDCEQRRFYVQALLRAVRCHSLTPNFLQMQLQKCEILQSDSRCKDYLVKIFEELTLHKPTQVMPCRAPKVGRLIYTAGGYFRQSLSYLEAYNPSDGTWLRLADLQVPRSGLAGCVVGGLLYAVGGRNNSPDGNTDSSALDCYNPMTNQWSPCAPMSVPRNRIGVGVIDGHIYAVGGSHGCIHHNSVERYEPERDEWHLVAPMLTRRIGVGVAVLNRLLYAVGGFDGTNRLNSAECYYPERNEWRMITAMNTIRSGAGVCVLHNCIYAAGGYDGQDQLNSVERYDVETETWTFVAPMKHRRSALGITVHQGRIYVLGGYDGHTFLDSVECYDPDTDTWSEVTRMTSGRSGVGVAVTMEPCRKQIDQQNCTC
cardiac RTF act: increases calcium sensitivity of human cardiac regulated thin filaments; P19429+P45379; IANBD-labeled TnC RTF fluorescence at EC20 calcium; 0% EC20 calcium, 100% full calcium; activation, % at 7.2 µM; 0.24% of 340,000 active; AID 493008;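 active = activation above the mean over all tested compounds plus 3 SD, cut at about 30% in these data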;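 also: rise in fluorescence read as greater calcium sensitivity of cardiac thin filaments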
DAGLB inh: diacylglycerol lipase beta (human) inhibition | HEK293T DAGLB membrane lysate, EnzChek fluorogenic substrate | inhibition, % at 5.17 µM | 0.059% of 340,000 active | AID 504411; in the data active = inhibition above about 34%;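 also: 0% = enzyme with vehicle and 100% = wells lacking enzyme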
RTF Ca sens inh: cardiac RTF calcium desensitization; P19429+P45379; IANBD-labeled cardiac RTF, Ca2+ fluorescence; inhibition, % at 7.15 µM; 0.12% of 340,000 active; AID 493244;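 active = inhibition above the mean inhibition of all tested compounds plus 3 SD, cut at about 17% in these data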;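 also: assay run at fixed EC70 calcium of 1.6 mM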
An asterisk follows results filed as active; / = no result given; & = joins results of further samples.

SMILES	PKA-R2B act	CAL PDZ FP-1	SR-BI DiI-HDL act	CAL PDZ FP-2	LANA DNA inh	Rtt109 Vps75	Keap1 Nrf2 FP	cardiac RTF act	DAGLB inh	RTF Ca sens inh
Cc1ccc(-c2csc(N3CCC(NS(=O)(=O)c4ccc5c(c4)OCCO5)CC3)n2)cc1	5	-1.7	-57	-3	0.9	0	-4	0	-6	-2
CC(C)C[C@H](NC(=O)[C@@H]1Cc2c([nH]c3ccccc23)C2c3ccccc3C(=O)N21)C(=O)N1CCC[C@@H]1C(=O)O (stereo not given in full)	-1	0.3	19	-5	1.8	10	-2	0	1	0
O=C(Nc1cccs1)Nc1cccnc1Cl	4	-0.1	-15	-3	4.2	1	1	5	0	-13
CC(C)c1nn2c(=O)cc(CSc3ccccc3NC(=O)c3ccccc3F)nc2s1	7	-1.9	3	8	-0.8	1	0	-5	0	-6
COC(=O)c1ccc(Cn2nnc3c(=O)[nH]c(C4CCCN(S(=O)(=O)c5ccc(C)cc5)C4)nc32)cc1 (stereo not given)	8	-1.0	24	1	0.4	1	3	-4	0	-6
CNc1ccccc1C(=O)OC(C)C(=O)Nc1ccc(Cl)cn1 (stereo not given)	-3	-2.0	-20	-3	-0.3	2	3	0	-14	2
CCCc1cc(CN2CCOCC2)c(O)c(CN2CCOCC2)c1O	3	-1.0	9	0	-1.2	10	-12	5	0	-13
CC(C)(C)c1nc(NCCO)c2nnn(Cc3ccccc3)c2n1	6	0.1	3	0	3.0	8	-2	-2	-2	-8
CCN1C[C@@H]2[C@@H]3C(=O)N(Cc4ccccc4)C(=O)[C@@H]3[C@](Cc3ccccc3)(C1=O)N2C(=O)c1ccc(Cl)cc1	-1	-0.7	8	2	-0.2	-4	-2	-7	1	-15
O=S(=O)(c1ccccc1)N1N=C(c2cccs2)CC1c1cccc(O)c1 (stereo not given)	-2	-1.4	6	-1	-0.9	7	-6	4	0	-4
CC[N+]1(CC)CC2=Cc3c(ccc4ccccc34)C(C)C2C1 (stereo not given)	-8	-2.8	-6	/	-0.5	-4	-4	-2	0	-4
Cc1ccc(N(CC(=O)N/N=C/c2cc(C)n(-c3ccccc3C)c2C)S(C)(=O)=O)cc1	-11	-0.9	-29	-3	-1.4	0	-5	-5	2	3
COc1ccc(NC(=O)CSc2nnc3ccc(-c4cccnc4)nn23)c(OC)c1	9	0.2	23	0	0.7	5	-2	-8	3	5
Cc1nnc(SCC(=O)NCC2CCCCC2)n(N)c1=O	-6	-0.4	19	-2	-0.7	-8	5	-2	0	3
CCNC(=S)N1C2CCC1CC(NC(=O)Nc1ccc(C(=O)OCC)cc1)C2 (stereo not given)	9	1.8	-24	-3	-0.9	8	-2	-1	1	-12
Cc1c(Cl)cccc1NC(=O)CSc1nc(=O)n(CCCN2CCOCC2)c2c1CCC2	-10	-1.5	-6	/	0.9	14	3	2	-3	-3
COC(OC)C(C)NC(=O)NC(=O)c1ccccc1Cl (stereo not given)	-8	-0.2	1	-1	-1.3	-13	0	-4	0	-3
Cc1ccc2nc(C3CCN(C(=O)c4ccco4)CC3)[nH]c2c1	1	-0.3	6	-2	-0.5	7	-1	-1	0	-4
Cc1ccc(S(=O)(=O)N2CCOCC2)cc1NC(=O)CSc1nnc(COc2ccccc2F)n1N	-10	-0.7	-12	-7	-0.3	-8	0	-1	-1	3
CC(C)[C@H](Nc1ccc(S(=O)(=O)N2CCOCC2)cc1[N+](=O)[O-])C(=O)OCC(=O)N(C(C)C)C(C)C	-8	-0.9	/	-1	3.1	6	4	-4	-3	6
O=C(C[n+]1ccccc1)N/N=C/c1cc(Br)cc(Br)c1O	0	/	22	-3	-0.4	0	-2	2	-1	1
CCCCCCCN1CCN=C1N(C)C	-1	-2.3	-2	-7	-0.6	-3	-3	12	1	-1
Cc1nc(NC(=O)COC(=O)c2ccc(CO)cc2)c(Cl)cc1Cl	-4	-1.3	10	/	-2.1	-1	-1	0	0	-2
CC(=O)NS(=O)(=O)c1ccc(NC(=O)/C=C/c2ccc(C)o2)cc1	8	-0.3	14	3	6.2	17	7	1	-1	-7
O=C(COC(=O)c1ccccc1NS(=O)(=O)c1ccc(Cl)cc1)NCc1ccccc1	-12	-0.1	-9	-2	-0.2	15	-5	1	1	10
Cc1ccccc1-c1nnc(SCC(=O)NC2CCCC2)n1C	-7	-0.2	35	8	-0.5	1	-4	-5	1	6
Cc1ccc(C(=O)CCC(=O)CCC(=O)O)cc1	1	-1.9	-4	-4	-1.9	-7	-4	4	2	-5
CC(C)C[C@H]1CN([C@@H](CC(C)C)CN2CCCC2CN2C(=S)NC[C@@H]2Cc2ccc(O)cc2)C(=S)N1CC1CCCCCC1 (stereo not given in full)	-15	0.6	-9	9	-0.1	-14	-6	2	-1	3
CC(Cc1ccccn1)NC(=O)CCc1nnc(C2CCCCC2)o1 (stereo not given)	6	-0.3	23	-6	0.3	0	-5	-7	0	2
COc1ccc(S(=O)(=O)N(CCC(=O)O)Cc2ccccc2)cc1	1	-0.1	10	-4	0.7	6	-2	6	1	-6
COc1ccccc1NC(=S)NNC(=O)c1ccncc1	2	-2.3	18	-1	-0.9	/	-4	-2	0	0
CCc1ccc(OCCOCC(O)CN2CCN(Cc3ccc(Cl)cc3)CC2)cc1 (stereo not given)	-16	-0.4	0	7	0.0	8	-2	-6	0	1
CCCNC(=O)NC1C(NC(=O)NCCC)N(C)C(=O)N1C (stereo not given)	-7	/	13	-1	0.5	-14	-3	-6	1	-3
O=c1[nH]cnc(O)c1C1C=CC=CC=C1	9	0.3	24	-2	0.7	11	-3	4	-2	12
CCCCOc1ccc(/C=C2/Sc3ccccc3C2=O)cc1	8	-1.8	6	0	-0.2	-6	13*	6	-2	0
COC(=O)c1ccc(NC(=O)C2CCCN2S(=O)(=O)c2ccc(OC)cc2)cc1 (stereo not given)	-4	-0.8	-7	0	0.1	6	-4	-4	-1	0
O=C(NCc1cccnc1)c1cccc(S(=O)(=O)Nc2cccc(Cl)c2)c1	-7	-0.3	8	/	-0.5	-3	0	-4	2	-1
O=C(N/C(=C/c1ccco1)C(=O)N1CCOCC1)c1ccccc1Br	12	-2.1	8	-1	1.1	0	3	2	2	-7
CCC(=O)c1ccc(OCC(=O)Nc2cccc(S(=O)(=O)N3CCCCCC3)c2)cc1	0	-1.7	-16	-1	-0.1	-1	-7	-6	-4	13
COC1CCN(C(=O)CC2C(=O)NCCN2CC2CCCCC2)CC1 (stereo not given)	7	-0.6	20	3	1.2	-11	-4	4	-4	-6
O=C(Nc1cccc(C(=O)N2CCN(c3cccc(Cl)c3)CC2)c1)c1ccccc1	-8	-2.9	-63	-2	-0.5	-5	-4	3	-1	-5
CCN(CC)CCCN(C(=O)c1ccc(Br)cc1)c1nc(-c2ccc(OC)cc2)cs1	-1	-1.5	-21	7	-1.2	31	3	0	-3	-1
CCOC(=O)c1nn(-c2ccc(C)cc2)c(=O)cc1OCC(=O)N1CCN(c2ccccc2)CC1	2	-2.5	-15	1	-5.4	15	0	-18	0	0
O=C(NCCCNC(=O)c1cncc(O)c1)c1cncc(O)c1	5	0.2	11	4	-2.8	0	-2	-2	-2	-6
COc1cccc(C(=O)NCCCc2ccccc2)c1OC	-4	-0.6	11	/	1.0	-2	0	2	-2	6
COc1ccc(-c2cc(C(F)(F)F)nc(-n3ccnc3)n2)cc1	-8	-3.3	/	-2	-0.4	1	4	-4	-2	6
COc1ccccc1-c1csc(-n2ncc(C#N)c2N)n1	1	-4.2	-33	-7	-24	-16	-10	-3	-11	-1
CCC[C@@H]1C[C@@H](C(=O)N[C@H]([C@@H](C)O)[C@H]2O[C@H](SC)[C@H](O)[C@@H](O)C2O)N(C)C1 (stereo not given in full)	-7	0.7	-4	-3	0.6	-3&-3	0	-4	3	-9
O=C(NCCCc1ccccc1)c1cccc(NC(=O)c2ccccc2)c1	4	-0.5	-51	-3	0.3	2	-3	1	-8	-10
COC(=O)c1cc(NC(=O)C2CC(=O)NC(=NCc3ccc(OC)cc3)S2)cc(C(=O)OC)c1 (stereo not given)	-6	-0.6	-36	8	-1.9	12	2	3	-1	-3

Profiles, quoted from the list.
COc1cccc(C(=O)NCCCc2ccccc2)c1OC across the screens: PKA-R2B act: -4; CAL PDZ FP-1: -0.6; SR-BI DiI-HDL act: 11; CAL PDZ FP-2: /; LANA DNA inh: 1.0; Rtt109 Vps75: -2; Keap1 Nrf2 FP: 0; cardiac RTF act: 2; DAGLB inh: -2; RTF Ca sens inh: 6
CCN(CC)CCCN(C(=O)c1ccc(Br)cc1)c1nc(-c2ccc(OC)cc2)cs1 across the screens: PKA-R2B act: -1; CAL PDZ FP-1: -1.5; SR-BI DiI-HDL act: -21; CAL PDZ FP-2: 7; LANA DNA inh: -1.2; Rtt109 Vps75: 31; Keap1 Nrf2 FP: 3; cardiac RTF act: 0; DAGLB inh: -3; RTF Ca sens inh: -1

Some entries already given, showing only LANA DNA inh:
molecule	LANA DNA inh
O=C(Nc1cccc(C(=O)N2CCN(c3cccc(Cl)c3)CC2)c1)c1ccccc1	-0.5
CCN(CC)CCCN(C(=O)c1ccc(Br)cc1)c1nc(-c2ccc(OC)cc2)cs1	-1.2

The list continues:
SMILES	PKA-R2B act	CAL PDZ FP-1	SR-BI DiI-HDL act	CAL PDZ FP-2	LANA DNA inh	Rtt109 Vps75	Keap1 Nrf2 FP	cardiac RTF act	DAGLB inh	RTF Ca sens inh
COc1ccc(CNC(=O)c2csnn2)cc1	1	-0.4	42	-2	2.8	6	-3	-6	0	0
COc1ccccc1N(Cc1ccccc1)S(=O)(=O)c1cccc(C(=O)Nc2ccc(C)cn2)c1	9	-0.9	-10	2	0.7	-9	-1	-6	-3	1
COc1ccccc1NC(=O)C(=O)N1CCCC1	-2	-0.5	-23	/	-0.1	-2	0	4	-2	-1
COc1cccc(C(=O)NCCS(=O)(=O)NCc2ccccn2)c1	10	-2.1	-7	-3	-0.2	-4	3	-1	1	-18
COc1ccccc1CCN=C(N)NS(=O)(=O)c1cccs1	-4	-3.5	-3	-6	-1.4	-2	-5	-7	-1	5
Clc1ccc(CN2CCC(Cc3ccccc3)CC2)cc1	-10	-0.1	19	-1	-2.4	2	-1	1	-14	1
CN(Cc1cccs1)C(=O)CSc1nnnn1C	-6	-0.1	16	/	-0.6	-7	-5	-3	1	-1
CCN(CC)c1ccc(NC(=O)c2ccccc2)cc1S(=O)(=O)Nc1ccccc1OC	-5	-0.9	/	-3	-0.1	4	-4	4	-2	-2
COc1ccc(OCc2nnc(SCC(=O)Nc3nnc(C4CC4)s3)n2C)cc1	-4	-1.6	7	-3	0.4	-2	-1	0	0	-21
Cc1onc(-c2c(Cl)cccc2Cl)c1C(=O)O/N=C(\C#N)c1c(Cl)cccc1Cl	4	-0.8	1	5	0.1	-13	-2	-2	-2	5
COc1ccc(C(=O)Nc2ccc(NC(=O)c3ccccc3F)cn2)cc1	-6	0.5	/	/	0.4	13	-2	7	-2	-5

Compound activity: PubChem BioAssay, several laboratories
